RXFP1 antag – qHTS Assay for Antagonists of the Relaxin Receptor RXFP1 | actives 0.59% (n = 350,000) | HEK293-RXFP1, relaxin-stimulated cAMP HTRF, 30 min; stronger effect = lower value | activity change, negative = inhibition, % at 57.5 µM;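 active = activity change of -60% or lower, but not beyond a set lower limit; inconclusive = change between -60% and -40%, or beyond the set limit; inactive = change above -40%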; also: % is scaled to controls: 0 for no effect and ±100 for the full control effect
RXFP1 agonist – qHTS Assay for Agonists of the Relaxin Receptor RXFP1. Relaxin receptor 1 (Homo sapiens), Q9HBX9. HEK293T-RXFP1 cAMP TR-FRET, 30 min; response scale: percent of porcine relaxin response, buffer zero. Potency, µM (titrated, usually from 57.5 µM), without a hit: top-dose activation, usual class: activators. actives 0.3% (n = 370,000); also: potency is read from the fitted curve at half-maximal effect; % is scaled to controls: 0 for no effect and ±100 for the full control effect; nearly all actives have a fitted effect of over 60% in size; many of its hits are not listed in these tables
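cAMP rise read by TR-FRET after 30 min, 37C compound exposure (up to 58 uM) in RXFP1-transfected HEK293 cells with Ro 20174 present. EC50 from Hill-equation fits, with 29 nM porcine relaxin as 100% and buffer as basal.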
Vif-A3G inh – qHTS for Inhibitors of Vif-A3G Interactions: qHTS; DNA dC->dU-editing enzyme APOBEC-3G (Homo sapiens), Q9HC16; actives 0.076% (n = 410,000); Potency, µM (doses to about 46.1 µM), for the others: at the top dose activity, negative = active, actives largely listed as inhibitors; HeLa A3G-eYFP + Vif (tagged APOBEC3G with the HIV-1 protein that degrades it), YFP fluorescence, overnight;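 also: potency is read from the fitted curve at half-maximal effect; % is scaled to controls: 0 for no effect and ±100 for the full control effect; nearly all actives have a fitted effect of over 60% in size; hits raise eYFP signal because A3G escapes Vif-driven loss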
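HeLa cells stably expressing Vif and C-terminally eYFP-tagged A3G, seeded overnight at 37 deg C, then exposed to compound by pintool overnight at 37 deg C. Rise in yellow fluorescence (Ex 488/Em 500-530, Acumen) marks blocked Vif-driven A3G degradation.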
D1 potentiator – Potentiators of Human D1 Dopamine Receptor: qHTS; actives 0.036% (n = 360,000); potentiation, % at 10 µM; HEK293 TREx D1 cells, calcium flux, dopamine EC20 potentiation; AID 504651, 2011; D(1A) dopamine receptor (Homo sapiens), P21728; in the data active = potentiation above about 30%; also: 0% is about no effect
Target sequence (P21728 whole entry, looked up): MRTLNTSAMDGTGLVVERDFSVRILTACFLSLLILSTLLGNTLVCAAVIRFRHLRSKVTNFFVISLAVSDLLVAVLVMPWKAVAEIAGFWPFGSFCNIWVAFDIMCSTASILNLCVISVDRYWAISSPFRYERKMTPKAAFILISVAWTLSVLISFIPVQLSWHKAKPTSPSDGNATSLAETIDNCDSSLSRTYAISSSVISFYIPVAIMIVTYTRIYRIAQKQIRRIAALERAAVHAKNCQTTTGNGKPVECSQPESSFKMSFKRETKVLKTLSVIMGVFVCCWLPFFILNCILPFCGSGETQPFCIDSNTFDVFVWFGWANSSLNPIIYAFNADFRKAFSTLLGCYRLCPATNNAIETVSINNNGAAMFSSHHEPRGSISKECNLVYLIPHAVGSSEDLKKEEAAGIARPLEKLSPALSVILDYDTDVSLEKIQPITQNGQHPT
D2 potentiator – HTS Assay for Positive Allosteric Modulators of the Human D2 Dopamine Receptor: Primary Screen for Potentiators. HEK293 T-REx D2, calcium flux, EC20 dopamine potentiation. potentiation, % at 10 µM. actives 0.34% (n = 340,000). AID 485347, 2010;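 active = potentiation over 3 SD above the plate norm, cut at about 30% in these data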; also: 0% is about no effect
Target sequence (P14416 whole entry, looked up): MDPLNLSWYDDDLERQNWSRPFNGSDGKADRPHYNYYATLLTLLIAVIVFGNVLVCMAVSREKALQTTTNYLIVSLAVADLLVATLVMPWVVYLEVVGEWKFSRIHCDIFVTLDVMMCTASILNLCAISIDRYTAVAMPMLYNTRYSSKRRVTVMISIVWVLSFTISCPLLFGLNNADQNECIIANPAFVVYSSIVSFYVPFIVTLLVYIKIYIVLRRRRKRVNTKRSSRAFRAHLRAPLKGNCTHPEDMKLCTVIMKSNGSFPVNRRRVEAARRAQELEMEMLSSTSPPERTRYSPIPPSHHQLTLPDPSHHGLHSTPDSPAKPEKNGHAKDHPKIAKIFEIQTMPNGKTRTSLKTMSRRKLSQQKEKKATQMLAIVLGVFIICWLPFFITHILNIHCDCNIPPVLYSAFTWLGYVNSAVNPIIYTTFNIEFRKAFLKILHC
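Calcium flux readout, no-wash dye, 1 read/s. Inducible HEK293 Trex D2 line, overnight 30 C. Compound alone 180 s (agonist flags), then EC20 dopamine, another 180 s to score potentiation.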
Vif-A3F inh – qHTS for Inhibitors of Vif-A3F Interactions: qHTS; HeLa A3F-eYFP + Vif (tagged APOBEC3F with the HIV-1 protein that degrades it), YFP fluorescence increase; Potency, µM (top dose mostly 46.1 µM), for the others: at the top dose activity, negative = active; actives 0.2% (n = 390,000); AID 602313, 2012; also: potency is read from the fitted curve at half-maximal effect; % of control where 0% means no effect; nearly all actives have a fitted effect of over 65% in size
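HeLa cells stably expressing Vif plus C-terminally eYFP-tagged A3F were seeded, incubated overnight at 37 deg C, dosed with compound, incubated overnight again at 37 deg C. Yellow fluorescence (Ex 488/Em 500-530) reported blocked Vif-mediated A3F-eYFP degradation.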
D1 agonist – Allosteric Agonists of the Human D1 Dopamine Receptor: qHTS | D(1A) dopamine receptor (Homo sapiens), P21728 | HEK293 T-REx D1 cells, calcium flux, agonist mode | activation, % at 2 µM | actives 1% (n = 360,000) | AID 504660, 2011; in the data active = activation above about 30%; also: 0% is about no effect
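Agonism was scored from calcium flux recorded over 180 s (1 read/s) after pintool compound addition, following a 10-cycle baseline. Cells were inducible force-coupled HEK293 TREx D1, plated overnight at 30 C and loaded with no-wash calcium dye.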
Glioma ERSR ind – qHTS for Inducers of the Endoplasmic Reticulum Stress Response (ERSR) in Human Glioma: qHTS. Potency, µM, inactives show top-dose activation, most hits filed as activators. U87-MG GRP78 promoter luciferase reporter, 16 h. AID 602332, 2012. actives 0.02% (n = 420,000); also: potency is read from the fitted curve at half-maximal effect; series mostly up to about 76 µM; % of control where 0% means no effect; nearly all actives have a fitted effect of over 35% in size
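Stably transfected U87-MG glioma cells carrying a GRP78-based luciferase sensor; 16 h compound incubation. Luminescence end-point read 10 min after Bright-Glo addition at room temperature.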
D1 antag – Antagonist of Human D 1 Dopamine Receptor: qHTS | AID 504652, 2011 | actives 3.2% (n = 360,000) | HEK293 TREx D1 cells, calcium flux, dopamine EC80; stronger effect = lower value | D(1A) dopamine receptor (Homo sapiens), P21728 | activity change, negative = inhibition, % at 10 µM; in the data active = activity change below about -30%; also: % is scaled to controls: 0 for no effect and ±100 for the full control effect
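Kinetic fluorescence of a calcium dye serves as the read-out. D1-expressing Hek293 Trex cells, induced overnight at 30 C, are exposed to compound for 180 s before an EC80 dopamine addition, then read 180 s further.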
Starred values were filed as active, the others as inactive; u = inconclusive; x = no result given; & = joins results of further samples. Unless noted, calls follow the shape of the dose curve; as a rule, active = well fitted curve in the direction sought with a large enough effect; inconclusive = small, poorly fitted or top-dose-only effect, or another doubt; inactive = no such curve, though single readings can be large; an effect the other way counts as inactive or inconclusive.

SMILES	RXFP1 antag	RXFP1 agonist	Vif-A3G inh	D1 potentiator	D2 potentiator	Vif-A3F inh	D1 agonist	Glioma ERSR ind	D1 antag
O=C(CSc1nnc(-c2cccs2)n1-c1ccccc1)c1ccc2c(c1)OCCO2	-2	0.1%	-1%	-1	-8	-3%	3	-3%	9
Cc1ccc(OCC(=O)Nc2ccc([N+](=O)[O-])cc2)cc1	3	-0.1%	1%	-4	-5	-7%	7	-3%	-39*
CC(=O)Oc1cccc(N2C(=O)C3C(C2=O)C2C=CC3C23CC3)c1 (centres undefined)	-8	0.3%	-6%	-3	6	-6%	4	-2%	6
Cc1ccc(NC(=O)N2CCCC2C(=O)NCc2ccc(Cl)cc2)cc1 (centres undefined)	-5	0.5%	0%	-3	-4	-5%	3	2%	1
COc1ccc(CCNc2ncnc3c2c(-c2ccccc2)cn3-c2ccc(Cl)cc2)cc1OC	8	1.1%	8%	-2	17	1%	4	-3%	-20
COc1ccc(NC(=O)CCN2CCCCCC2)c(OC)c1	5	2.5%	3%	-2	5	-8%	2	-1%	-13
COc1ccc(Nc2ncc3c(n2)CCN(C(=O)OC(C)(C)C)C3)cc1	x	-0.5%	-13%	1	6	0%	5	1%	-16
Cc1ccc(C)c(CN2C(=O)c3ccccc3S(=O)(=O)c3ccc(C(=O)NCCc4ccc(Cl)cc4)cc32)c1	6	-1.8%	x	-4	16	x	15	x	6
Cn1c(=O)c2c(nc(N3CCOCC3)n2CCSc2ncccn2)n(C)c1=O	-7	2.7%	0%	6	-6	1%	3	-2%	-10
COc1ccccc1Oc1ccc(NC(=O)c2ccc(Cl)cc2)cc1	-17	0.4%	3%	-2	-14	2%	-1	6%	x
CC(=NNS(=O)(=O)c1ccc(C)cc1)c1ccccc1	-13	x	0%	x	x	2%	x	1%	x
Cc1nc2sc3c(c2c(=O)o1)CC(C)(C)OC3	-3	2.1%	2%	5	5	6%	4	-4%	6
O=C(NCCCn1ccnc1)c1cccc(S(=O)(=O)Nc2ccc(F)cc2)c1	-6	-1.2%	-1%	2	0	-4%	3	2%	5
Nc1nc(SCc2ccccc2)c2ncn(CCO)c2n1	1	x	3%	x	x	0%	x	4%	x
O=C(NCc1ccc(F)cc1)C1CC(=O)N(C2CCCC2)C1 (centres undefined)	0	-0.5%	5%	-1	16	-16%	0	-1%	-2
S=c1nc[nH]c2c1sc1nc(N3CCOCC3)c3c(c12)CCCC3	-4	u	2%	3	2	5%	8	-5%	18
COC(=O)[C@H](C)NC(=O)NC(C)CCc1ccccc1 (some centres undefined)	-19	-0.5%	0%	-5	3	-1%	-2	-4%	17
COc1ccc(CCNC(=O)c2ccc3c(c2)N=C(C)c2cc(C)ccc2S3)cc1OC	x	-2.5%	-5%	-1	13	1%	1	-1%	6
CCN(CC)CCCNC(=O)c1c(C)oc2ncnc(N3CCOCC3)c12	7	0.0%	4%	-2	5	-9%	2	-4%	10
Cc1ccc(Nc2nc(CSc3nnc(-c4cccs4)o3)cs2)cc1	-12	1.6%	-5%	-4	x	-12%	-1	4%	14
CCN1CCN(C(=O)CN2C(=O)c3cccc4cccc2c34)CC1	-10	1.9%	-5%	-6	26	3%	3	-3%	-11
COC(=O)C1CCN(C(=O)COC(=O)COc2ccc(C#N)cc2)CC1	-7	4.0%	-1%	-2	9	2%	2	-3%	13
CCCNC(=O)CCC(NS(=O)(=O)c1ccc(C)cc1)C(=O)NCCC (centres undefined)	0	0.7%	-3%	-5	5	-4%	1	-3%	15
O=C(Nc1ccccc1)c1cc([N+](=O)[O-])ccc1NCc1cccnc1	4	-0.1%	-12%	-3	-13	2%	1	0%	11
O=C(Nc1ccc2c(c1)OCCO2)C1CCN(S(=O)(=O)c2ccc3c(c2)OCCO3)CC1	3	0.1%	0%	-3	-2	-5%	1	-2%	-16

Eight compounds from above, sorted by length of the SMILES, smallest number first.
SMILES	RXFP1 antag	RXFP1 agonist	Vif-A3G inh	D1 potentiator	D2 potentiator	Vif-A3F inh	D1 agonist	Glioma ERSR ind	D1 antag
Nc1nc(SCc2ccccc2)c2ncn(CCO)c2n1	1	x	3%	x	x	0%	x	4%	x
CC(=NNS(=O)(=O)c1ccc(C)cc1)c1ccccc1	-13	x	0%	x	x	2%	x	1%	x
Cc1ccc(Nc2nc(CSc3nnc(-c4cccs4)o3)cs2)cc1	-12	1.6%	-5%	-4	x	-12%	-1	4%	14
COc1ccc(Nc2ncc3c(n2)CCN(C(=O)OC(C)(C)C)C3)cc1	x	-0.5%	-13%	1	6	0%	5	1%	-16
Cn1c(=O)c2c(nc(N3CCOCC3)n2CCSc2ncccn2)n(C)c1=O	-7	2.7%	0%	6	-6	1%	3	-2%	-10
O=C(NCCCn1ccnc1)c1cccc(S(=O)(=O)Nc2ccc(F)cc2)c1	-6	-1.2%	-1%	2	0	-4%	3	2%	5
COc1ccc(CCNc2ncnc3c2c(-c2ccccc2)cn3-c2ccc(Cl)cc2)cc1OC	8	1.1%	8%	-2	17	1%	4	-3%	-20
O=C(Nc1ccc2c(c1)OCCO2)C1CCN(S(=O)(=O)c2ccc3c(c2)OCCO3)CC1	3	0.1%	0%	-3	-2	-5%	1	-2%	-16

(continued)
SMILES	RXFP1 antag	RXFP1 agonist	Vif-A3G inh	D1 potentiator	D2 potentiator	Vif-A3F inh	D1 agonist	Glioma ERSR ind	D1 antag
CCc1cc(C)cc(OCCNC(=O)c2ncn[nH]2)c1	-17	1.7%	0%	-2	x	-13%	2	-4%	-5
Cc1ccccc1C(=O)NNC(=O)C(=O)Nc1cccc(Cl)c1C	-17	-2.4%	-1%	1	10	2%	3	-3%	2
Cc1ccc(S(=O)(=O)NCCC(=O)NCC(c2ccc(F)cc2)N2CCOCC2)cc1 (centres undefined)	3	-0.5%	-9%	-3	0	-3%	1	-2%	5
CCCCOC(=O)c1ccc(NC(=O)c2ccoc2C)cc1	-18	0.2%	2%	3	15	-6%	1	6%	-9
Cc1nn(-c2ccccc2)c(C)c1NC(=O)COC(=O)c1ccccc1OC(F)F	8	4.4%	-8%	-6	8	0%	3	-2%	-12
COCCNC(=O)c1c[nH]c2ccc(S(=O)(=O)Nc3ccc(F)cc3F)cc2c1=O	-1&5	3.5%&-1.8%	2%&-1%	0&-3	4&19	-3%&3%	3&0	-3%&-4%	5&8
CCn1c(COc2ccc(C)cc2)nc2ccccc21	-13	-0.5%	-4%	-6	0	-4%	4	2%	-8
Cc1ccc(N2C(=O)N3[C@H](c4ccc(Cl)cc4)[C@@H]4C(=O)N(C5CCCCC5)C(=O)[C@@H]4[C@]3(Cc3ccccc3)C2=O)cc1	x	-0.5%	-2%	-3	10	-4%	4	-2%	10
Cc1[nH]nc2c1C1(C(=O)Nc3ccc([N+](=O)[O-])cc31)C(C#N)=C(N)O2 (centres undefined)	-9	1.9%	-2%	-2	11	-7%	-1	-5%	x
O=c1cc(-c2ccc(O)cc2)oc2c([C@@H]3O[C@H](CO)[C@@H](O)[C@H](O)[C@H]3O)c(O)c([C@@H]3O[C@H](CO)[C@@H](O)[C@H](O)[C@H]3O)c(O)c12	x	-0.8%	-5%	-6	-1	2%	-1	-4%	4
CC(C)Cc1nnc(NC(=O)CCC(=O)N2CCN(c3ccccc3F)CC2)s1	-28	-6.2%	0%	4	12	4%	-1	-1%	-2
CCCCCCN1C[C@@H](n2cc(COC(=O)c3ccccc3)nn2)[C@H](O)C[C@@H]1c1ccc(C)cc1	-6	x	-20%	x	x	-1%	x	-1%	x
CCCC#Cc1ccc2c(c1)O[C@H](CN(C)S(=O)(=O)c1cccc(OC)c1)[C@H](C)CN([C@H](C)CO)S2(=O)=O	2	x	-5%	x	x	-4%	x	-2%	x
COC(=O)c1c(SCc2cccc3ccccc23)nc(=O)[nH]c1C	-12	2.0%	0%	-8	8	-12%	1	-4%	-2
COc1cccc(CNC(=O)C2CCC(CNS(=O)(=O)c3cccc4nsnc34)CC2)c1 (centres undefined)	x	2.4%	-1%	-7	-3	-10%	5	-4%	-41*
CCCn1c(SCC(=O)Nc2nnc(CC)s2)nc2c1c(=O)n(C)c(=O)n2C	x	16%	x	5	-1	x	1	x	3
O=C(CCc1n[nH]c(=O)[nH]c1=O)N/N=C/c1ccco1	2	-0.4%	-11%	-7	0	3%	4	-2%	12
COc1ccc2c(c1)C(=O)[C@@H](O)[C@H](c1ccc(OC)c(Br)c1)O2	x	1.4%	5%	-5	2	5%	7	1%	3
CC(C)OCCCNC(=O)CCc1nc(-c2ccccc2)no1	10	0.8%	2%	0	-3	-2%	1	-5%	4
O=C(COC(=O)c1cc2ccccc2cc1O)Nc1ccccc1F	-4	x	-5%	x	x	-12%	x	-6%	x
Cc1nc2ccc(S(=O)(=O)NCC(=O)N3CCC(N4CCCCC4)CC3)cc2s1	1	-0.7%	3%	1	2	3%	1	-1%	13
COc1ccc(CN(C(=O)c2cccs2)c2nccs2)cc1OC	-4	-0.5%	1%	-6	7	-4%	-2	-2%	-3

Source: PubChem

Some of the compounds tested; count on the stated rates, not on these rows.
